Screening results from PubChem.
M4 PAM: human M4 muscarinic receptor positive allosteric modulators, primary screen, CHO-K1 cells, Fluo-8 calcium fluorescence; activation, % at 3 µM; 360,000 tested, 0.4% active; CHO-K1 hM4/Gqi5, ACh EC20; 0% = ACh EC20, 100% = maximal ACh; Muscarinic acetylcholine receptor M4 (Homo sapiens), P08173; AID 624126, 2012;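 active = activation above its plate's cutoff, the mean activation of sample wells plus 3 SD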; also: some results filed as inactive read as strong as hits
Target sequence (P08173 whole entry, looked up): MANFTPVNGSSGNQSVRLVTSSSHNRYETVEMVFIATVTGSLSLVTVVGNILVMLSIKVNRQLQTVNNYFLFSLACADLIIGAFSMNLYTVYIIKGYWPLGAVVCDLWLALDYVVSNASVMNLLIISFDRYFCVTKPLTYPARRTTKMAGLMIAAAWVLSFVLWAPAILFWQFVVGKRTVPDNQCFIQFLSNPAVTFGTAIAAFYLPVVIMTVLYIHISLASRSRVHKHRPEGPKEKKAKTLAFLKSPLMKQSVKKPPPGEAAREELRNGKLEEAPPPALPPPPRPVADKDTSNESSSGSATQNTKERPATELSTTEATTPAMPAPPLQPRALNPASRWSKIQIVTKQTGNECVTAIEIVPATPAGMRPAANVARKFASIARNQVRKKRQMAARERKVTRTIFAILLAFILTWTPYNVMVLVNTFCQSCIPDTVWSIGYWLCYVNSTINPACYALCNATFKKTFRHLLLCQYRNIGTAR
CHO-K1 Ca PAM: nonselective calcium activators in parental CHO-K1 cells, primary screen, counter-screen for M1 PAM project, cell-based, Fluo-8 calcium fluorescence, full deck, 1536-well | ATP EC20; 0% at ATP EC20, 100% at ATP max | activation, % at 3 µM | 360,000 tested, 0.02% active;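 active = activation above the run cutoff, the mean activation of all test compounds plus 3 SD, cut at about 40% in these data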;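 also: peak over basal fluorescence ratio in a 140 s read after ATP addition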
CHRM5 PAM: human M5 muscarinic receptor positive allosteric modulators, primary screen, CHO-K1 cells, Fluo-8 calcium fluorescence; Muscarinic acetylcholine receptor M5 (Homo sapiens), P08912; CHO-K1 hM5, ACh EC20 PAM; 0% = ACh EC20, 100% = ACh EC100; 360,000 tested, 0.3% active; activation, % at 3 µM;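 active = activation above the run cutoff, the mean activation of all test compounds plus 3 SD, cut at about 18% in these data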
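System – CHO-K1 hM5 cells · Compound – 3 µM, single dose · Incubation – compound preincubation 140 s before EC20 acetylcholine addition · Technique – Fluo-8 calcium fluorescence · Measure – Max/basal fluorescence ratio as % of EC20–EC100 ACh window · Benchmarks – low control EC20 acetylcholine (0%), high control EC100 acetylcholine (100%) · Replication – singlicate, one well per test compound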
CRFBP-R2 agonist: agonists of CRF-BP/CRF-R2 complex, primary screen, cell-based, HEK293, calcium dye fluorescence, uHTS. CRF-binding protein / CRF receptor 2 complex (human). calcium dye fluorescence (FLIPR); percent of saturating CRF peptide response. activation, % at 13.2 µM. 350,000 tested, 0.46% active;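 active = activation of at least 50%, plus an integration ratio under a set limit after plate pattern correction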;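 also: plate controls were neutral control wells without compound for no effect and CRF at EC100 for full effect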
CRFBP-R2 block: antagonists of CRF-BP/CRF-R2 complex, primary screen, cell-based, HEK293, calcium dye fluorescence, uHTS; CRF-induced calcium fluorescence; inhibition, % at 11.8 µM; 350,000 tested, 0.59% active; AID 588475, 2011;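 active = inhibition of the ligand-induced calcium signal above about 50% at the single tested concentration, limit read from the data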
TAAR1 agonist: human TAAR1 agonists, primary screen, Fluo-8 calcium fluorescence, CHO RD-HGA16 cells. Trace amine-associated receptor 1 (Homo sapiens), Q96RJ0. vehicle wells 0%, saturating PEA agonist 100%. activation, % at 3 µM. 360,000 tested, 0.99% active. AID 624467, 2012;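 active = activation above the mean activation of all test compounds in the run plus 3 SD, cut at about 38% in these data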
Target sequence (Q96RJ0 whole entry, looked up): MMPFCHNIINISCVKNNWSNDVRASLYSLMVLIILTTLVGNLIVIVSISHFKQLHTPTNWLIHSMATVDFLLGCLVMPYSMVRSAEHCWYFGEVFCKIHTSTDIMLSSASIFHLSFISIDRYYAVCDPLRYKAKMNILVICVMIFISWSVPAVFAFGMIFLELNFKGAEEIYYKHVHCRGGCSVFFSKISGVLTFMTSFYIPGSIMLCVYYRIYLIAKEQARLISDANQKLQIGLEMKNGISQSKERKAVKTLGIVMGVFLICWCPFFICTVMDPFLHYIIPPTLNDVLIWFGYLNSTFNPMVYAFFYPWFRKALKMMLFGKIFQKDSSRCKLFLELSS
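Repeats: no replicates (n 1) | Material: CHO-derived RD-HGA16 cells with stable Gα16 and human TAAR1 | Technique: Kinetic Fluo-8 calcium fluorescence | Schedule: 17-24 h seeding, 75 min 37 °C dye, 30 min RT | Evaluation: % activation from peak over basal fluorescence ratio, DMSO-to-PEA scaled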
M5 antag: human M5 muscarinic receptor antagonists, primary screen, CHO cells, Fluo-8 calcium fluorescence | AID 624040, 2012 | inhibition, % at 3 µM | 360,000 tested, 0.59% active | Muscarinic acetylcholine receptor M5 (Homo sapiens), P08912 | CHO-hM5 cells, ACh EC80;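 active = inhibition above a per-plate cutoff, the mean of that plate's test compounds plus 3 SD, cut at about 27% in these data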;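 also: 0% = acetylcholine EC80 with DMSO and 100% = DMSO without agonist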
TAAR1 antag: human TAAR1 antagonists, primary screen, Fluo-8 calcium fluorescence, CHO RD-HGA16 cells | Trace amine-associated receptor 1 (Homo sapiens), Q96RJ0 | antagonist | inhibition, % at 3 µM | 360,000 tested, 1.5% active;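 active = inhibition above a per-plate cutoff, the mean inhibition of test compounds on that plate plus 3 SD, cut at about 49% in these data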;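 also: 0% = DMSO plus EC80 beta-PEA response and 100% = DMSO alone without agonist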
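test system = CHO RD-HGA16 cells bearing hTAAR1 | replication = singlicate | controls = DMSO-only wells and EC80 β-PEA-stimulated wells | reagent = EC80 β-phenethylamine stimulus | read-out basis = percent inhibition of PEA-evoked calcium signal, max/basal emission ratio | schedule = seeding 17-24 h prior, 75-min 37 °C, 30-min RT dye loading | signal = kinetic Fluo-8 calcium fluorescence measurement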
CHRM5 agonist: human M5 muscarinic receptor agonists, primary screen, CHO-K1 cells, Fluo-8 calcium fluorescence; CHO-K1 hM5 cells; 0% DMSO wells, 100% maximal acetylcholine response; 360,000 tested, 0.19% active; activation, % at 3 µM; Muscarinic acetylcholine receptor M5 (Homo sapiens), P08912;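 active = activation above the run's mean over test compounds plus 3 SD, cut at about 23% in these data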;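 also: signal is peak over basal fluorescence ratio across the kinetic read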
* marks the source's active call; other numbers are inactive results; / = no result given.

SMILES	M4 PAM	CHO-K1 Ca PAM	CHRM5 PAM	CRFBP-R2 agonist	CRFBP-R2 block	TAAR1 agonist	M5 antag	TAAR1 antag	CHRM5 agonist
COc1cc(C(=O)N2CCN(C(=O)c3ccco3)CC2)c([N+](=O)[O-])cc1OC	2	22	0	0.0	-4	-1	9	30	1
CN(C(=O)CC1C(=O)NCCN1Cc1cccc(F)c1F)C1CC(C)(C)NC(C)(C)C1 (stereo not drawn)	0	7	-4	0.7	-7	9	12	-32	1
CSc1ccccc1NC(=O)CN1C(=O)C2CC=CCC2C1=O (stereo not drawn)	2	-25	-7	-0.1	0	6	7	-25	0
COc1cc2cc(C(=O)NCCc3c[nH]c4ccccc34)c(N)nc2cc1OC	-3	-10	-22	/	/	52*	25	70*	24*
COc1cc(CCC(=O)N2CCN(c3ccccc3Cl)CC2)cc(OC)c1OC	-1	16	-5	-3.0	10	0	12	21	-1
COC(=O)c1ccccc1NC(=O)CNCCc1ccc(OC)c(OC)c1	-4	2	5	-0.5	-3	6	3	-8	2
O=C(CC1C[C@H](C(=O)N2CCOCC2)[C@@]2(CCC3CCCC3)c3[nH]c4ccccc4c3CCN2C1=O)NCCc1ccccn1 (stereo partly drawn)	-1	-5	-1	7.8	-35	7	2	7	0
Cc1ccc(NC(=O)CC(N)=S)cc1	-6	-5	-9	-4.5	3	2	17	-11	0
Cc1ccc(NS(=O)(=O)c2ccc(Cl)c(C(=O)Nc3cccc(C(=O)O)c3)c2)cc1	-4	-10	2	-2.6	7	-1	5	-3	3
O=C(O)[C@H]1CCCN1S(=O)(=O)c1cccc2cccnc12	1	3	9	-1.6	2	5	6	1	0
CC(C)Oc1ccc(S(=O)(=O)N2CCOCC2)cc1NC(=O)C1CCC1	0	-13	0	-0.6	-8	-1	-2	-23	0
CSc1ccccc1C(=O)NCc1ccccc1C	-12	-9	-5	-0.4	29	-1	4	-20	-16
CN(Cc1ccccc1)C(=O)COC(=O)CN1C(=O)c2ccccc2C1=O	2	14	1	-1.3	3	1	14	-20	-2
COc1ccccc1-c1nc2cc(Cl)ccc2c(=O)n1O	4	-3	1	1.1	2	2	3	12	-2
CC1(C)Cc2ccccc2-c2[nH]c(=S)[nH]c(=O)c21	-3	-21	-2	-0.4	-1	5	1	-3	1
O=C(NC(=S)Nc1ccccc1C(=O)O)c1cncc(Br)c1	1	6	1	0.3	2	12	19	-8	-3
c1ccc(Cn2c(-c3ccco3)nc3nc4ccccc4nc32)cc1	-1	2	4	4.2	-6	9	3	-3	-5
CCOC(=O)c1cc(-c2ccccc2)nc2ccc(C)cc12	15	26	5	0.6	-16	1	6	-37	1
CC(Sc1nnc(C2CC2)n1C1CC1)C(=O)Nc1cccc(S(=O)(=O)N2CCOCC2)c1 (stereo not drawn)	20	-14	6	-0.2	28	0	1	-15	3
Cc1ccc(C(=O)N(NC2=NS(=O)(=O)c3ccccc32)S(=O)(=O)c2ccc(C)cc2)cc1	5	5	1	-1.9	32	7	-11	-10	-4

Rewritten with two lines to a compound: part of the list above
Below each SMILES: M4 PAM | CHO-K1 Ca PAM | CHRM5 PAM | CRFBP-R2 agonist | CRFBP-R2 block | TAAR1 agonist | M5 antag | TAAR1 antag | CHRM5 agonist
COc1cc(C(=O)N2CCN(C(=O)c3ccco3)CC2)c([N+](=O)[O-])cc1OC
  2 | 22 | 0 | 0.0 | -4 | -1 | 9 | 30 | 1
CN(C(=O)CC1C(=O)NCCN1Cc1cccc(F)c1F)C1CC(C)(C)NC(C)(C)C1 (stereo not drawn)
  0 | 7 | -4 | 0.7 | -7 | 9 | 12 | -32 | 1
CSc1ccccc1NC(=O)CN1C(=O)C2CC=CCC2C1=O (stereo not drawn)
  2 | -25 | -7 | -0.1 | 0 | 6 | 7 | -25 | 0
COc1cc2cc(C(=O)NCCc3c[nH]c4ccccc34)c(N)nc2cc1OC
  -3 | -10 | -22 | / | / | 52* | 25 | 70* | 24*
COc1cc(CCC(=O)N2CCN(c3ccccc3Cl)CC2)cc(OC)c1OC
  -1 | 16 | -5 | -3.0 | 10 | 0 | 12 | 21 | -1
COC(=O)c1ccccc1NC(=O)CNCCc1ccc(OC)c(OC)c1
  -4 | 2 | 5 | -0.5 | -3 | 6 | 3 | -8 | 2
O=C(CC1C[C@H](C(=O)N2CCOCC2)[C@@]2(CCC3CCCC3)c3[nH]c4ccccc4c3CCN2C1=O)NCCc1ccccn1 (stereo partly drawn)
  -1 | -5 | -1 | 7.8 | -35 | 7 | 2 | 7 | 0
Cc1ccc(NC(=O)CC(N)=S)cc1
  -6 | -5 | -9 | -4.5 | 3 | 2 | 17 | -11 | 0
Cc1ccc(NS(=O)(=O)c2ccc(Cl)c(C(=O)Nc3cccc(C(=O)O)c3)c2)cc1
  -4 | -10 | 2 | -2.6 | 7 | -1 | 5 | -3 | 3
O=C(O)[C@H]1CCCN1S(=O)(=O)c1cccc2cccnc12
  1 | 3 | 9 | -1.6 | 2 | 5 | 6 | 1 | 0
CC(C)Oc1ccc(S(=O)(=O)N2CCOCC2)cc1NC(=O)C1CCC1
  0 | -13 | 0 | -0.6 | -8 | -1 | -2 | -23 | 0

The list goes on:
SMILES	M4 PAM	CHO-K1 Ca PAM	CHRM5 PAM	CRFBP-R2 agonist	CRFBP-R2 block	TAAR1 agonist	M5 antag	TAAR1 antag	CHRM5 agonist
CCn1c(=O)n(Cc2ccco2)c(=N)c2c3c(sc21)COC(C)(C)C3	9	5	10	-2.1	-22	1	3	-10	0
COc1ccc(NC(=O)N(C)C[C@H]2Oc3c(NC(=O)c4ccncc4)cccc3C(=O)N([C@H](C)CO)C[C@@H]2C)cc1	5	-2	2	7.0	13	10	13	11	2
O=C(CN(CCO)Cc1ccccc1)N1CCN(S(=O)(=O)c2ccccc2)CC1	2	6	1	-2.1	0	2	-1	-12	-3
COC(=O)c1cccc(CN2C(=O)C(C)Sc3ccc(C(C)=O)cc32)c1 (stereo not drawn)	-2	12	-7	/	/	1	0	41	-1
COCCSc1ccccc1C(=O)NCCCn1ccnc1	0	1	1	-1.2	4	5	-1	-4	-2
O=C(O)CCNS(=O)(=O)c1ccc2c(c1)Cc1ccccc1-2	10	22	3	-1.6	-20	1	3	-5	0
CC(C)C1CC(CCN)(Cc2ccccc2)CCO1 (stereo not drawn)	1	23	3	3.9	30	1	3	2	-1
COc1ccc(S(=O)(=O)N2CCCC(C(=O)NCc3ccco3)C2)cc1OC (stereo not drawn)	0	-1	1	0.1	4	1	-2	-1	1
CCOc1ccc(NC(=O)CSc2nnc(Cn3cnc4ccccc43)n2C)cc1	0	4	1	1.2	-5	7	-6	13	0
CCOC(=O)C1CCN(C(=O)C2CCN(S(=O)(=O)CC)CC2)CC1	7	15	-3	1.1	11	0	2	-13	1
O=C(CNC(=O)N1CC(=O)Nc2ccccc21)NCc1cccc(Cl)c1	0	9	1	0.9	-15	16	3	-22	-2
Clc1ccc(-c2cn(-c3nc4ccccc4s3)nn2)cc1	5	22	3	/	/	6	-3	0	1
Cc1ccc(C(=O)C2=C(O)C(=O)N(Cc3ccco3)C2c2cccc(Br)c2)o1 (stereo not drawn)	-1	-4	8	-2.0	3	4	-4	-39	-3
CC(C)c1ccc(NC(=O)C2CCCN(S(=O)(=O)c3cccnc3)C2)cc1 (stereo not drawn)	-8	-2	-10	-0.9	-17	5	14	15	-2
Cc1cccc(C(O)c2ncc(-c3ccccc3Cl)[nH]2)c1C (stereo not drawn)	-4	10	-6	/	/	5	0	-8	0
CCCN(CCC)Cc1cc(=O)oc2cc(OC)c(Cl)cc12	0	13	0	/	/	3	-5	-6	0
Fc1ccc(Cn2nnnc2C(c2cccs2)N2CCCCCC2)cc1 (stereo not drawn)	-18	-2	-13	-0.1	16	5	-2	50*	-6
COC(=O)c1ccc(NC(=S)NC(=O)C2CCC2)cc1	0	-12	0	-0.6	-12	1	12	8	-3
CC(NC(=O)c1ccccc1F)C(=O)O (stereo not drawn)	-1	18	5	-0.8	-1	2	-7	19	-1
CC(=O)c1ccc(NC(=O)Nc2ccc([N+](=O)[O-])cc2C)cc1	-1	-9	-12	8.7	26	11	17	24	5
CCC1=C(OC(=O)N(CC)CC)N2C(=O)OC(=NCCc3c[nH]c4ccccc34)[C@]2(C)[C@H]2C1=CC[C@H]1C(=O)N(C)C(=O)[C@H]12	6	10	9	-0.6	-2	1	3	-2	-1
CN(C)/C=C1/Sc2ccccc2C1=O	12	9	5	0.6	-5	0	-3	-6	1
O=C(c1ccccc1-c1nc(-c2ccc(F)cc2)no1)N1CCCC1	-18	2	-6	1.6	-16	16	12	27	-1
Cc1cc(C)c2cc(CN(CCO)Cc3nnnn3Cc3ccccc3)c(=O)[nH]c2c1	1	10	1	-2.0	-7	0	2	-5	2
COc1ccccc1C1=CC(=O)C[C@H](c2ccc(Cl)cc2)C1	-2	-8	-6	4.5	11	15	5	50*	3
CCc1ccccc1Nc1nc(-c2cccnc2)cs1	-7	6	4	-1.9	25	1	-1	-14	-14
FC(F)(F)c1cc(-c2cccs2)nc(-n2cc(Br)cn2)n1	0	-17	1	4.0	-45	-2	-9	-17	-12
O=C(NCC(F)(F)F)c1nn(Cc2ccccc2)c(=O)c2ccccc12	1	-10	-2	0.3	-4	-4	5	5	-3
COc1ccc(CCNC(=O)CCNS(=O)(=O)c2ccc3c(c2)CCN3C(C)=O)cc1OC	0	14	0	-1.9	11	1	-1	1	0
CCNC(=O)c1c(O)c2ccccc2[nH]c1=O	-4	2	-4	-1.7	-13	0	1	-14	1
C[C@H]1COC(=O)[C@@H](Cc2ccc(F)cc2)C/C=C\C[C@H](CC(=O)N(CCO)Cc2ccccc2)C(=O)N1	5	27	-2	-1.0	-1	5	8	-8	2
Cc1cccc(C)c1NC(=O)CSc1nnc(-c2cccnc2)o1	12	9	8	-0.9	4	7	-9	-2	0
